L3MBTL1 block: blocks human L3MBTL1. Q9Y468. AlphaScreen L3MBTL1–H3K9me1 peptide binding. Potency, µM (series often up to 57.1 µM), for inactives: at the highest dose activity, negative = inhibition, hits mostly inhibitors. 230,000 compounds, 0.66% hits. AID 485360; further: potency means the concentration at half of the fitted maximal effect; on the % scale 0 is the no-effect control and ±100 the full control effect; nearly all actives have a fitted effect of over 60% in size
Target sequence (Q9Y468 whole entry, looked up): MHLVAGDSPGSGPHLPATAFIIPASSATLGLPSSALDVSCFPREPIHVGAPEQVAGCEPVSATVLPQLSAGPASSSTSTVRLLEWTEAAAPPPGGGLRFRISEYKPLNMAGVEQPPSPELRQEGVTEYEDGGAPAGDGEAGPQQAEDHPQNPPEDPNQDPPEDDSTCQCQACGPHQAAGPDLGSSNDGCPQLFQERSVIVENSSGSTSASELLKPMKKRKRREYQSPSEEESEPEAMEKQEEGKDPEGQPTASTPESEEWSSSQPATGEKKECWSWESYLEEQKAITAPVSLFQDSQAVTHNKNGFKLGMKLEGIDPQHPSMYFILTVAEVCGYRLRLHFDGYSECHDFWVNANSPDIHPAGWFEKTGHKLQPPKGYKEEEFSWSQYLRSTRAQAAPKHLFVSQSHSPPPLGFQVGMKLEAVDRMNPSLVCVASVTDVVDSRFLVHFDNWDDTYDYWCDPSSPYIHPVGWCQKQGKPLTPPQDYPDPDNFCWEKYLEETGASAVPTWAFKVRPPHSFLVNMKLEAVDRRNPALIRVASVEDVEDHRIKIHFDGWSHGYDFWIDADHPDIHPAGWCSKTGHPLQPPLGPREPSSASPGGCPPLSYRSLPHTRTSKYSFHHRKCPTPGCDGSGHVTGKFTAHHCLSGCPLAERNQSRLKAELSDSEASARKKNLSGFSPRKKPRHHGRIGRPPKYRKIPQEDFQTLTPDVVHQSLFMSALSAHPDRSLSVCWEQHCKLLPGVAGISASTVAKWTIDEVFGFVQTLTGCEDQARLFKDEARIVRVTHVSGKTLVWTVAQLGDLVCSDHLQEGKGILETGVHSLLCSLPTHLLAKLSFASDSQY
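Displacement of a biotinylated histone H3(1-15) peptide monomethylated at Lys9 (75 nM) from L3MBTL1 (50 nM) was measured by AlphaScreen after a 30 min room-temperature compound incubation; cefsulodin titration served as intraplate control.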
HTT aggregate: reduces HttQ103-GFP aggregates in PC12 cells; Potency, µM (doses to about 46.1 µM), for inactives: at the top dose activity change, negative = inhibition, actives largely listed as inhibitors; PC12 HttQ103-GFP aggregates, Acumen cytometry, 40 h; 220,000 compounds, 1.1% hits; AID 1688; further: potency means the concentration at half of the fitted maximal effect; on the % scale 0 is the no-effect control and ±100 the full control effect; nearly all actives have a fitted effect of over 60% in size
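Aggregate formation scored by laser-scanning cytometer (488 excitation, 500–530 emission) in lysed PC12 cells expressing Q103-GFP after 100 nM tebufenozide induction; library tested in dose series, with ATPLite reagent added in the multiplex.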
Epigenetic reg: derepresses silenced GFP reporter in murine cells. AID 1865. 280,000 compounds, 0.2% hits. murine LDR cells, GFP reporter derepression, 30 h. Potency, µM (titrated, usually from 53.9 µM), for inactives: top-dose GFP activation, usual class: activators; further: potency means the concentration at half of the fitted maximal effect; % of control where 0% means no effect; nearly all actives have a fitted effect of over 60% in size
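Murine LDR cells carrying a silenced, genomically integrated CMV-driven GFP reporter were exposed to compound for 30 hours at 37 C. After PBS washes, GFP-positive cells (20–120 um objects) were counted by laser-scanning microplate cytometry.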
Luc counter: Kinase-Glo luciferase inhibition (counter-screen) | Q27757 | Kinase-Glo luciferase, ATP luminescence, 8 min | Potency, µM (series often up to 38.3 µM), for inactives: at the top dose activity change, negative = inhibition, most hits filed as inhibitors | 200,000 compounds, 0.28% hits; further: potency means the concentration at half of the fitted maximal effect; on the % scale 0 is the no-effect control and ±100 the full control effect; nearly all actives have a fitted effect of over 60% in size
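Light output from Kinase-Glo luciferase with luciferin and 10 uM ATP in 50 mM imidazole pH 7.2, KCl, MgCl2, Tween 20, BSA; compound pin-delivered, 8-min ambient incubation, then luminescence read.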
IMPase Li cell: IMPase inhibition in cells with lithium potentiation | CHO-M1 cells, IP1 TR-FRET (IP-One), carbachol + lithium | AID 1457 | 210,000 compounds, 0.35% hits | Potency, µM (highest dose often 59.4 µM), inactives show top-dose activity, negative = IMPase inhibition, actives largely listed as inhibitors;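 further: IP1 builds up when IMPase is blocked and the TR-FRET signal falls; potency means the concentration at half of the fitted maximal effect; plate controls were basal vehicle for no effect and high inhibitor control for full effect; nearly all actives have a fitted effect of over 50% in size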
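IP1 accumulation measured by competitive TR-FRET in lysed CHO-M1 cells after 30 min compound exposure at 37C, with a small lithium addition to potentiate weak responses. Hill-equation AC50 from ratio and donor-channel data.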
NPSR antagonist: antagonists of human neuropeptide S receptor cAMP signaling. Q6W5P4. CHO-NPSR cells, cAMP TR-FRET, antagonist mode. Potency, µM (titrated, usually from 38.3 µM), for inactives: at the top dose activity change, negative = inhibition, most hits filed as inhibitors. 220,000 compounds, 1% hits; further: potency means the concentration at half of the fitted maximal effect; on the % scale 0 is the no-effect control and ±100 the full control effect; nearly all actives have a fitted effect of over 50% in size; many of its hits are not listed in these tables
CBFb-RUNX1 inh: blocks binding between human CBF-beta and RUNX1. Q01196+Q13951. AlphaScreen CBFb-His/RUNX1-biotin binding, biochemical. Potency, µM (titrated, usually from 59.8 µM), for inactives: top-dose activity, negative = inhibition, usual class: inhibitors. 230,000 tested, under 10 active; further: % of control where 0% means no effect
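His-tagged CBF-beta and biotinylated RUNX1 (30 nM each) were premixed 20 min at room temperature, exposed to compound for 15 min, then given nickel-chelate and streptavidin AlphaScreen beads (50 ng each). After 90 min, AlphaScreen signal was read.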
An asterisk follows results filed as active; & = joins results of further samples; [ ] = remark or other dose. The call rests on the fitted dose curve; in most records, active means well fitted curve in the direction sought with a large enough effect; inconclusive means small, poorly fitted or top-dose-only effect, or another doubt; inactive means no such curve, though single readings can be large; an effect the other way counts as inactive or inconclusive. The list is partial, so the mix of outcomes need not match the whole.

What do the screens show for `O=C(NCc1ccc2c(c1)OCO2)C1CCC(CNS(=O)(=O)c2ccccc2)CC1` (stereo unspecified)?
L3MBTL1 block: 8.3%; HTT aggregate: 0.8%; Epigenetic reg: -0.8%; Luc counter: -2.3%; IMPase Li cell: 1.7%; NPSR antagonist: -1.2%[46.1 µM]; CBFb-RUNX1 inh: -0.9%

How did COCCNC(=O)c1cc2nc3c(c(C(F)(F)F)n2n1)CCc1ccccc1-3 do in these assays?
L3MBTL1 block: inconclusive; HTT aggregate: -11.5%[9.22 µM]; Epigenetic reg: -0.5%; Luc counter: 1.7%; IMPase Li cell: -4.2%; NPSR antagonist: -8.1%; CBFb-RUNX1 inh: -2.5%

What do the screens show for `CCCC(=O)Nc1ccc(NC(=S)NC(=O)c2cccs2)cc1`?
L3MBTL1 block: 1.7%; HTT aggregate: 27.4%[9.22 µM]; Epigenetic reg: -4.2%; Luc counter: 0.7%; IMPase Li cell: 9.1%; NPSR antagonist: -3.4%; CBFb-RUNX1 inh: -3.9%

What do the screens show for `O=S(=O)(NCc1ccco1)c1cccc(S(=O)(=O)N2CCOCC2)c1`?
L3MBTL1 block: 1.4%; HTT aggregate: -3.0%; Epigenetic reg: -0.7%; Luc counter: 0.8%; IMPase Li cell: -11.5%[38.3 µM]; NPSR antagonist: -5.4%[46.1 µM]; CBFb-RUNX1 inh: 2.8%

Results for Cc1ccc(S(=O)(=O)N(C)C)cc1[N+](=O)[O-] ?
L3MBTL1 block: 2.2%; HTT aggregate: -2.0%[9.22 µM]; Epigenetic reg: 0.1%; NPSR antagonist: -5.0%; CBFb-RUNX1 inh: 4.4%

How did COc1ccc2nc3sc(C(=O)NCCCN4CCc5ccccc5C4)cc3cc2c1 do in these assays?
L3MBTL1 block: -1.3%; HTT aggregate: 3.9%; Epigenetic reg: inconclusive; Luc counter: -3.7%; IMPase Li cell: 21.1%; NPSR antagonist: -31.6%; CBFb-RUNX1 inh: 0.4%

Results for Cc1cc(C)nc(SCc2cn3ccccc3n2)n1 ?
L3MBTL1 block: -17.9%; HTT aggregate: -5.5%[9.22 µM]; Epigenetic reg: 0.0%; NPSR antagonist: 18.1%; CBFb-RUNX1 inh: -7.1%

How did O=C(NC1CCCCC1)C(c1ccc2ncccc2c1)N(Cc1ccc2c(c1)OCO2)C(=O)c1ccc2c(c1)OCCO2 (stereo unspecified) do in these assays?
L3MBTL1 block: -13.7%; HTT aggregate: 9.2%; Epigenetic reg: -0.9%; Luc counter: -3.6%; IMPase Li cell: -0.5%; NPSR antagonist: -7.8%; CBFb-RUNX1 inh: -6.9%

Results for CC1CCCCC1NC(=O)C1CCN(C(=O)NC2CCCCC2)CC1 (stereo unspecified) ?
L3MBTL1 block: -13.0%; HTT aggregate: 2.4%; Epigenetic reg: -11.5%; Luc counter: 1.2%; IMPase Li cell: 17.3%[38.3 µM]; NPSR antagonist: -8.8%[46.1 µM]; CBFb-RUNX1 inh: 4.9%

How did COC1CCCN(Cc2nc(Cc3ccccc3F)no2)C1 (stereo unspecified) do in these assays?
L3MBTL1 block: 2.5%; HTT aggregate: 5.4%[9.22 µM]; Epigenetic reg: -1.1%; Luc counter: -0.1%; IMPase Li cell: -2.3%; NPSR antagonist: -1.8%; CBFb-RUNX1 inh: 6.2%

What do the screens show for `O=C(COC(=O)CCC(=O)c1cccs1)Nc1ccc(S(=O)(=O)N2CCOCC2)cc1`?
L3MBTL1 block: 2.4%; HTT aggregate: 12.8%; Epigenetic reg: -2.4%; Luc counter: -0.7%; IMPase Li cell: -5.4%[38.3 µM]; NPSR antagonist: -19.6%[46.1 µM]; CBFb-RUNX1 inh: -2.2%

What do the screens show for `O=C(CSc1ccccn1)Nc1nc2c(ccc3ccccc32)s1`?
L3MBTL1 block: 8.0%; HTT aggregate: -25.0%; Epigenetic reg: -3.2%; Luc counter: -1.1%; IMPase Li cell: 10.0%; NPSR antagonist: 11.9%; CBFb-RUNX1 inh: 12.5%

What do the screens show for `COc1ccc(/C(C)=N/Nc2ccc(F)cc2F)c(O)c1`?
L3MBTL1 block: 24.3%; HTT aggregate: -6.0%; Epigenetic reg: -1.6%; Luc counter: -0.9%; IMPase Li cell: 2.7%; NPSR antagonist: 0.2%; CBFb-RUNX1 inh: inconclusive

What do the screens show for `COC(=O)c1ccccc1NC(=O)CSc1nc(N)cc(N)n1`?
L3MBTL1 block: -0.3%; HTT aggregate: 11.2%; Epigenetic reg: 0.0%; Luc counter: 1.9%; IMPase Li cell: -2.9%[38.3 µM]; NPSR antagonist: 5.1%[46.1 µM]; CBFb-RUNX1 inh: -1.1%

Results for COc1ccc(OCC(O)CN2CCN(c3ncccn3)CC2)cc1 (stereo unspecified) ?
L3MBTL1 block: 0.7%; HTT aggregate: 0.3%; Epigenetic reg: 2.2%; Luc counter: -1.4%; IMPase Li cell: -2.5%; NPSR antagonist: 7.9%; CBFb-RUNX1 inh: -0.9%

Results for CCCc1cc(=O)[nH]c(SCC(=O)c2c(N)n(C)c(=O)n(C)c2=O)n1 ?
L3MBTL1 block: 1.3%; HTT aggregate: 9.5%; Epigenetic reg: -0.1%; Luc counter: -2.3%; IMPase Li cell: -4.2%[38.3 µM]; NPSR antagonist: 3.9%[46.1 µM]; CBFb-RUNX1 inh: 5.6%

Results for CCN1CCCn2c1nc1c2c(=O)n(C)c(=O)n1C ?
L3MBTL1 block: 1.9%; HTT aggregate: -9.6%; Epigenetic reg: -0.9%; Luc counter: 3.8%; IMPase Li cell: 4.3%; NPSR antagonist: 4.3%; CBFb-RUNX1 inh: -0.2%

How did O=C(c1coc(=O)c2ccccc12)N1CCN(Cc2ccccc2)CC1 do in these assays?
L3MBTL1 block: 5.0%; HTT aggregate: -9.5%; Epigenetic reg: -1.3%; Luc counter: 1.7%; IMPase Li cell: -3.1%[38.3 µM]; NPSR antagonist: 1.5%[46.1 µM]; CBFb-RUNX1 inh: -1.1%

What do the screens show for `O=C(CN1C(=O)S/C(=C\C=C\c2ccccc2)C1=O)Nc1ccc(C(=O)O)cc1`?
L3MBTL1 block: inconclusive; HTT aggregate: 14.7%[9.22 µM]; Epigenetic reg: 7.7%; NPSR antagonist: 19.3%; CBFb-RUNX1 inh: 8.9%

How did Cc1cc(C(=O)Nn2c(-c3ccncc3)nc3ccccc3c2=O)ccc1[N+](=O)[O-] do in these assays?
HTT aggregate: 14.3%; Epigenetic reg: -0.3%; Luc counter: 1.7%; IMPase Li cell: -4.3%; NPSR antagonist: -0.8%; CBFb-RUNX1 inh: 5.6%

Results for O=C(CSc1nc2c([nH]c3ccccc32)c(=O)n1-c1ccc(F)cc1)NCc1ccco1 ?
L3MBTL1 block: inconclusive; HTT aggregate: 0.3%; Epigenetic reg: inconclusive; Luc counter: 11.3%; IMPase Li cell: 32.5%[38.3 µM]; NPSR antagonist: -11.5%[46.1 µM]; CBFb-RUNX1 inh: -1.0%

What do the screens show for `CC(=O)N1CCCN(Cc2cn(-c3ccc(C)cc3)nc2-c2cccc(C)c2)CC1`?
L3MBTL1 block: -22.0%; HTT aggregate: 20.0%[9.22 µM]; Epigenetic reg: 2.1%; Luc counter: -4.6%; IMPase Li cell: 9.4%; NPSR antagonist: inconclusive; CBFb-RUNX1 inh: -6.9%

What do the screens show for `CN(c1ncc(C(F)(F)F)cc1Cl)N1C(=O)c2cccc([N+](=O)[O-])c2C1=O`?
L3MBTL1 block: 5.5%; HTT aggregate: -13.4%; Epigenetic reg: 1.0%; Luc counter: 0.8%; IMPase Li cell: 8.9%; NPSR antagonist: -40.9%; CBFb-RUNX1 inh: 4.9%

What do the screens show for `CCOc1ccc2nc(NC(=O)COC)sc2c1`?
HTT aggregate: -19.0%; Epigenetic reg: 0.0%; Luc counter: -4.5%; IMPase Li cell: 19.3%[38.3 µM]; NPSR antagonist: -3.0%[46.1 µM]; CBFb-RUNX1 inh: -1.6%

Results for Cc1cc(-c2ccc(N3C(=O)CCC3=O)c(C)c2)ccc1N1C(=O)CCC1=O ?
L3MBTL1 block: 5.2%; HTT aggregate: -14.1%; Epigenetic reg: -1.0%; Luc counter: -4.9%; IMPase Li cell: 0.7%[38.3 µM]; NPSR antagonist: -7.1%[46.1 µM]; CBFb-RUNX1 inh: -3.7%

How did Cc1ccc(-n2nc3ccc(NC(=O)c4ccc5c(c4)OCO5)cc3n2)cc1 do in these assays?
L3MBTL1 block: 12.7%; HTT aggregate: 14.5%; Epigenetic reg: -1.2%; Luc counter: -1.3%; IMPase Li cell: 14.6%[38.3 µM]; NPSR antagonist: -15.3%[46.1 µM]; CBFb-RUNX1 inh: 3.3%

Results for COc1cccc(/C=N/NC(=O)c2[nH]nc3c2CCc2ccccc2-3)c1 ?
L3MBTL1 block: -4.7%; HTT aggregate: -25.1%[9.22 µM]; Epigenetic reg: -0.3%; NPSR antagonist: 40.0%; CBFb-RUNX1 inh: 1.8%

How did O=C(CCSc1nnc(-c2ccncc2)o1)Nc1ccc(F)cc1 do in these assays?
L3MBTL1 block: -2.6%; HTT aggregate: 10.1%; Epigenetic reg: -0.2%; Luc counter: -4.6%; IMPase Li cell: -2.0%[38.3 µM]; NPSR antagonist: 1.2%[46.1 µM]; CBFb-RUNX1 inh: 3.0%

How did O=C(Nc1cccc(C(F)(F)F)c1)c1cnc2n(c1=O)CCS2 do in these assays?
HTT aggregate: 2.0%; Epigenetic reg: -2.7%; Luc counter: -1.7%; IMPase Li cell: inconclusive; NPSR antagonist: -5.3%[46.1 µM]; CBFb-RUNX1 inh: 5.1%

How did Cc1ccc(S(=O)(=O)NC(=O)c2ccc(Br)o2)cc1 do in these assays?
L3MBTL1 block: 9.1%; HTT aggregate: 0.3%; Epigenetic reg: -0.9%&-1.7%; Luc counter: 4.9%[39.9 µM]; IMPase Li cell: 1.2%&-7.9%; NPSR antagonist: 3.5%; CBFb-RUNX1 inh: -10.3%[89.1 µM]

What do the screens show for `COCCCN1C(=O)c2ccc(C(=O)Nc3ccc(OC)cc3)cc2C1=O`?
HTT aggregate: -0.3%; Epigenetic reg: -1.2%; Luc counter: 11.9%; IMPase Li cell: 7.6%[38.3 µM]; NPSR antagonist: -3.9%[46.1 µM]; CBFb-RUNX1 inh: 2.3%

Results for COc1cccc(NC(=O)c2cc(OC)c(OC)c(OC)c2Br)c1 ?
L3MBTL1 block: 5.5%; HTT aggregate: -7.5%; Epigenetic reg: 2.6%; Luc counter: -1.2%; IMPase Li cell: 5.0%; NPSR antagonist: 6.5%; CBFb-RUNX1 inh: -4.3%
